Screening results: PubChem BioAssay, several laboratories
Measles CPE: protection of cells from measles virus | 140,000 tested, 1.5% active | AID 841 | Measles virus-infected cells, CPE protection, absorbance | protection (pct of control), % at 4 µM; in the data active = protection mostly above about 24%, no sharp cut-off; inactive = mostly below about 26%; note: some compounds called inactive have numbers as strong as hits
BB579 growth dn: chemicals that inhibit yeast BB579 growth in restrictive medium (lifespan-shortening candidates). S. cerevisiae BB579 growth, OD615, 48 h. inhibition, % at 10 µM. 140,000 tested, 0.51% active. AID 804;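 active = inhibition above a set limit, 3 SD over the mean compound inhibition, cut at about 44% in these data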; note: inactives centre near -24
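System: Saccharomyces cerevisiae DeaD strain BB579, replicative lifespan model yeast | Buffer or medium: Restrictive glucose-based CSMM-D medium | Times: 4 h preincubation and 48 h exposure at 30 °C | Detection: OD615 turbidity measurement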
HCT116 PTEN-null: PTEN-deleted cell growth suppression; HCT116 PTEN-null viability, CellTiter-Glo, 60 h; active compounds read low; viability, % at 10 µM; 140,000 tested, 1.2% active;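 active = viability at or below a set limit, 4 SD under the median of all tested compounds, cut at about 3.7% in these data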;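 note: PTEN knockout HCT116 line with beta catenin targeted HCT116 as companion control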
GALR2 antag: GALR2 (human) receptor antagonism | O43603 | GALR2-expressing cells, antagonist mode | inhibition, % at 4 µM | 140,000 tested, 0.39% active; in the data active = inhibition above about 27%;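 note: cells stimulated with galanin 1-16 at roughly its EC80; 0% = agonist challenge control and 100% = basal control without agonist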
Target sequence (O43603 whole entry, looked up): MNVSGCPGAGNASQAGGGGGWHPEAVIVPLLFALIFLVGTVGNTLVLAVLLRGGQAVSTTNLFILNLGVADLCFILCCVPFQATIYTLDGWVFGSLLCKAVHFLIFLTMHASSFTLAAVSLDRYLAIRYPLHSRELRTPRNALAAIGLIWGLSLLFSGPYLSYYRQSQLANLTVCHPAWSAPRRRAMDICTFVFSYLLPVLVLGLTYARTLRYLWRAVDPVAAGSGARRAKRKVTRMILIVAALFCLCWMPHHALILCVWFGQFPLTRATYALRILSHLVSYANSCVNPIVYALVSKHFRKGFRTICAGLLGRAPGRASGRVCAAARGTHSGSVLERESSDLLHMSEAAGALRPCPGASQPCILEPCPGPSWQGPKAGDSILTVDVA
MRP1 act: activates MRP-1 | H69AR cells + doxorubicin, viability rescue, CellTiter-Glo | viability increase, % at 10 µM | 140,000 tested, 0.61% active | AID 799;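 active = viability gain under doxorubicin at or above a set limit, the compound median plus 3 SD, cut at about 4.7% in these data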;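 note: MRP-1 overexpressing cells given doxorubicin 25 µM after compound pretreatment; 18-22 h compound pretreatment then 72 h with doxorubicin before readout; 0% = doxorubicin-only wells and 100% = vehicle-treated cells without doxorubicin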
HCT116 bCat-KO: beta-catenin-lacking colon tumor cell growth suppression | HCT116 beta-catenin knockout viability, CellTiter-Glo, 60 h; active compounds read low | viability, % at 10 µM | 140,000 tested, 1.5% active | AID 818;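 active = viability at or under a set limit, the compound median less 4 SD, cut at about 6% in these data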;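 note: 0% = Hyamine 1622 control at 20 µM and 100% = untreated cell control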
Yeast lifespan up: extends the lifespan of yeast; 130,000 tested, 0.68% active; inhibition of the nicotinamide effect, % at 10 µM; S. cerevisiae growth with nicotinamide, OD615; deaD strain in restrictive glucose medium;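 active = inhibition above a set limit, placed 3 SD over the median of all compounds, cut at about 26% in these data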;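 note: 0% = nicotinamide-treated wells and 100% = cells grown without nicotinamide; some compounds called inactive have numbers as strong as hits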
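Assay system: DeaD-strain S. cerevisiae. Medium: CSMM-D glucose medium, restrictive. Reagent: nicotinamide, 1.5 mM, co-present with compound. Compound: 10 µM single point, 0.25% DMSO. Schedule: culture preincubation 4 h, compound exposure 48 h, both 30 °C. Detection: absorbance at 615 nm.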
E-sel TNF inh: blocks E-selectin expression induced by TNF alpha | HUVEC TNFa-induced E-selectin immunofluorescence, high content | AID 1246 | inhibition, % at 2 µM | 120,000 tested, 0.71% active;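 active = inhibition above the batch mean plus 3 SD, and confirmed as a hit on visual image review, cut at about 43% in these data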;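 note: 0% = TNF-stimulated DMSO wells and 100% = unstimulated control wells; not every result past the cut was called active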
NPY Y2 blocker: blocks the human neuropeptide Y Y2 receptor; P49146; NPY-Y2 expressing cells, antagonist mode; inhibition, % at 2.7 µM; 140,000 tested, 0.99% active; AID 793; in the data active = inhibition above about 17%;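 note: 0% = vehicle with agonist challenge and 100% = reference antagonist with challenge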
Target sequence (P49146 whole entry, looked up): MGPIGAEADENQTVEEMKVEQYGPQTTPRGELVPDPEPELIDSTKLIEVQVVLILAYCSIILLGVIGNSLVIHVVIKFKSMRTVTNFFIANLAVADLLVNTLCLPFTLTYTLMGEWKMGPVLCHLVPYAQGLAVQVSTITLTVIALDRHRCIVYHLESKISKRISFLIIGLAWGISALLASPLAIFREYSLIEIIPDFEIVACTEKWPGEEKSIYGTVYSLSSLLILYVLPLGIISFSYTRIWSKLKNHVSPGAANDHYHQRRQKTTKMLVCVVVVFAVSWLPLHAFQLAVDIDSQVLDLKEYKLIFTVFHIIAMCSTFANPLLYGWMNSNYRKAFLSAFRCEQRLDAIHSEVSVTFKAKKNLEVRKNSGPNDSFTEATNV
Phagocyt inh: inhibitors of macrophage phagocytosis; J774A.1 macrophage IgG-bead phagocytosis, imaging; inhibition, % at 5 µM; 110,000 tested, 0.07% active; AID 1029;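 active = inhibition above the mean of the plate negative controls plus 5 SD, cut at about 13% in these data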;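 note: phagocytic index as fraction of beads internalized from green versus red external bead signal; plate controls were DMSO negative control for no effect and cytochalasin-D positive control for full effect; some results beyond the cut were filed as inactive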
Starred values were filed as active, the others as inactive; / = not tested or not shown.

SMILES	Measles CPE	BB579 growth dn	HCT116 PTEN-null	GALR2 antag	MRP1 act	HCT116 bCat-KO	Yeast lifespan up	E-sel TNF inh	NPY Y2 blocker	Phagocyt inh
N#C/C(=C\c1ccc(F)cc1)c1nc(-c2ccco2)cs1	18	-26	107	-5	-0.2	101	0	10	11	/
COC(=O)CN(n1cnnc1)S(=O)(=O)c1ccccc1	18	-7	107	-8	-0.3	114	-3	-7	4	0
Cc1c(-c2ccccc2)sc(N)c1C(=O)N1CCOCC1	8	-5	92	-4	-0.3	90	-11	-41	-2	-1
O=C(Nc1ccc(NC(=O)c2cccs2)cc1)c1ccco1	4	-40	89	15	-1.9	97	-8	-11	-1	-1
Cc1nn(Cc2ccc(Cl)cc2)c(Cl)c1/C=N/NC(=O)c1cccnc1	11	-15	82	11	-1.4	90	-3	-11	2	-2
CCC(=O)NC(c1cccc([N+](=O)[O-])c1)c1c(OC(C)=O)ccc2ccccc12 (stereo not given)	7	-32	88	12	-2.2	89	/	-5	-2	/
O=C(Nc1ccc(Cl)c(-c2nc3ccccc3[nH]2)c1)c1ccc2c(c1)OCO2	4	-30	63	-2	-2.9	77	-1	19	3	-7
c1ccc2c(c1)ccc1nnc(SCc3ccc4c(c3)OCCO4)n12	19	-23	109	-6	0.4	104	-2	/	4	0
Cc1nn(-c2ccccc2)c(C)c1/C=N/N1CCN(c2ccccc2)CC1	6	-36	89	-11	-0.9	92	-4	-2	0	-1
Cc1cc(C)cc(-n2cc[nH]c2=S)c1	7	1	96	20	-1.9	105	4	/	0	-6
CCOC(=O)CC1(CC(=O)OCC)NC(=O)c2c(C)sc(C(=O)OCC)c2N1	3	-13	96	-11	-3.7	68	-15	-6	2	-1
Cc1cc(NC(=O)CN2CC(C)OC(C)C2)n(-c2nc3ccccc3s2)n1 (stereo not given)	11	-32	91	-9	-4.8	90	-7	-11	5	4
COc1cccc(-c2nc(Oc3cccc(C)c3C)c3ccccc3n2)c1O	6	-21	57	5	-3.4	51	2	-9	2	-9
Cc1c(Cl)c(-c2n[nH]c(=S)n2CC(C)C)nn1C	9	-55	93	2	-1.6	79	6	21	0	1
Cc1ccccc1C(=O)Nc1cccc(C#N)c1	7	-13	96	0	-2.1	96	/	-12	-1	/
Clc1ccc(SCCOCCN2CCCCC2)cc1	8	8	84	8	-1.2	89	0	9	6	-1
COC(=O)c1ccccc1NC(=O)C1CC(=O)N(C2CCCCC2)C1 (stereo not given)	8	-18	88	17	-1.4	93	5	-42	1	-1
O=C1CC(c2ccncc2)c2cc3c(cc2N1)OCCO3 (stereo not given)	4	3	91	-7	-3.4	95	7	-9	2	4
CC(=O)c1ccc(NC(=O)CN2C(=O)/C(=C/C(C)=C/c3ccccc3)SC2=S)cc1	/	-9	84	15	8.5*	86	0	/	2	-10
CSCCC(NC(=O)c1ccccc1Br)C(=O)Nc1ccc(C)cc1 (stereo not given)	16	-30	102	9	0.8	98	14	9	1	-1
CCCc1nc2c(c(=O)c3ccccc3n2C)c(=O)n1-c1ccc(F)cc1	2	-27	72	-6	-1.5	69	9	/	2	/
Cc1ccccc1NC(=O)C1CCN(c2cnccn2)CC1	21	-39	94	12	-0.8	102	/	-7	0	/
O=C1C(=O)N(CCO)C(c2ccccc2)/C1=C(\O)c1ccccc1 (stereo not given)	12	-8	106	-5	-1.3	105	-8	/	2	0
O=c1cc(-c2ccccc2)nc(N2CCN(Cc3ccc4c(c3)OCO4)CC2)[nH]1	10	-1	87	-1	-2.8	96	-2	15	3	-1
O=C(CNC(=O)c1ccco1)Nc1ccc(S(=O)(=O)N2CCCC2)cc1	7	10	96	9	-0.9	108	-7	3	0	0
Cc1ccc(Oc2nc3ccccc3n3c(C)nnc23)cc1	5	7	87	8	-1.6	108	-16	-15	1	0
O=C1N/C(=C/c2ccc(Br)cc2)C(O)=C1C=NCc1ccccc1	7	-35	31	2	-2.8	34	6	/	4	-7
O=C(c1cc2nc(-c3cccs3)cc(C(F)(F)Cl)n2n1)N1CCCc2ccccc21	16	-58	77	5	1.3	76	3	-20	2	0
COc1cc(C(=O)NCc2nnc(SCC(=O)N3CCC(C)CC3)o2)cc(OC)c1OC	5	-31	85	-9	-3.0	96	-13	-4	2	/
COc1cc(OC)cc(C(=O)NC(=S)NNC(=O)c2cnccn2)c1	9	29	13	-5	-0.9	14	23	9	2	-5
COc1ccc(OC)c(S(=O)(=O)NCCOC23CC4CC(CC(C4)C2)C3)c1	21	-59	81	-8	0.8	79	7	13	1	0
CCOCCCNC(=O)c1ccc(OC)cc1	27	-7	107	9	0.1	102	-10	6	0	-1
O=C(O)c1ccc(CSc2nnc(-c3ccncc3)n2CC2CCCO2)cc1 (stereo not given)	4	0	106	7	-0.9	96	-16	3	4	-2
CN1CCN(S(=O)(=O)c2ccc(C(=O)Nc3ccccc3)cc2)CC1	21	-26	95	-13	0.0	92	-4	6	0	-1
Cc1c(NC(=O)C2CC(c3ccc(F)cc3)=NO2)c(=O)n(-c2ccccc2)n1C (stereo not given)	8	-22	104	-6	-0.5	93	-10	-8	2	0
CC(=O)c1ccccc1NC(=O)Cn1c(=O)cnc2ccccc21	4	-29	79	17	-4.8	67	-1	44	2	-3
COc1ccc(-c2nc(-n3c(C)c(C(C)=O)c(C(C)=O)c3C)sc2C)cc1OC	4	-37	84	-6	-1.2	90	-5	27	4	0
O=C(COC(=O)C1CCCN1C(=O)c1cccs1)Nc1ccc2c(c1)OCO2 (stereo not given)	4	-5	93	1	-4.7	74	-20	16	-2	-3
O=C(CSC1=NCCS1)Nc1ccccc1F	18	-5	100	5	-2.7	96	-10	/	1	0
CCOC(=O)N1CCN(C/C(C)=C/c2ccccc2)CC1	18	-22	82	3	-2.3	87	-14	-38	10	0
Cc1ccc(C)c(OCC(=O)NCC(C)C)c1C	8	-41	102	14	0.0	94	6	/	1	/
CCC(C)(C)NC(=O)C(c1ccc(F)cc1)N(Cc1ccco1)C(=O)c1cnccn1 (stereo not given)	5	-29	80	0	-3.3	76	-4	/	5	-4
CC1CCC2C(=O)N(c3ccc(C(=O)NCc4ccccc4)cc3)C(=O)C2C1 (stereo not given)	19	-28	98	20	0.7	99	0	/	2	-3
Cc1nn(C)c(C)c1C(=O)NN	9	-35	97	14	0.4	99	-12	17	-1	/
Fc1ccc(C(c2nnnn2C2CCCC2)N2CCN(Cc3ccncc3)CC2)cc1 (stereo not given)	8	-19	101	-2	0.2	88	-11	-58	1	-3

Some values from the entries so far:
Result of Fc1ccc(C(c2nnnn2C2CCCC2)N2CCN(Cc3ccncc3)CC2)cc1 (stereo not given) under GALR2 antag: -2
Result of Cc1nn(C)c(C)c1C(=O)NN under MRP1 act: 0.4

The results go on:
SMILES	Measles CPE	BB579 growth dn	HCT116 PTEN-null	GALR2 antag	MRP1 act	HCT116 bCat-KO	Yeast lifespan up	E-sel TNF inh	NPY Y2 blocker	Phagocyt inh
O=C(c1ccc(C(F)(F)F)cc1)c1c[nH]c(C(=O)NCCCn2ccnc2)c1	5	-7	81	5	-0.2	69	-2	0	-1	/
Cc1ccc(C2(CC(=O)N3CCCC3)CCOC(C(C)C)C2)cc1 (stereo not given)	10	-35	94	-11	-1.9	95	-4	-6	6	0
CSc1n[nH]c2nc3c(c(=O)n12)C1(CCCC1)Cc1ccccc1-3	6	-15	95	-7	-2.8	90	-3	/	3	0
CCOc1ccc(-c2nnc3ccc(SCC(=O)NCc4ccco4)nn23)cc1	3	-50	101	9	/	95	-15	-2	-2	/
S=c1[nH]nc(CSCc2ccc(Cl)cc2Cl)n1-c1ccccc1	25	-11	103	0	-6.1	95	-17	/	2	1
Cc1ccc(NC(=O)COC(=O)c2cc(Cl)ccc2[N+](=O)[O-])c(C)c1	7	-7	101	5	-0.1	93	2	14	-2	2
O=C(CC1NCCNC1=O)Nc1ccc(Cl)c(Cl)c1 (stereo not given)	7	-49	92	8	-0.8	91	4	-17	0	-2
CCN(CC)S(=O)(=O)c1cc(C(=O)OCC(=O)Nc2cccc(Br)c2)ccc1F	4	-34	101	-1	0.7	89	8	/	0	-3
O=C(NCCCCCCNC(=O)C1CCCC1)C1CCCC1	22	-16	96	-4	-0.7	96	/	11	2	/
Cc1cccc(C(C)C)c1NC(=O)COC(=O)c1cccc(S(=O)(=O)N2CCc3ccccc3C2)c1	2	-31	105	-2	-1.2	100	2	6	3	-5
COc1cccc(N/C=C/C(=O)c2ccc(Cl)cc2)c1	3	-30	71	-2	-2.0	67	8	/	7	-3
CCSc1nnc(-c2ccc(Cl)cc2Cl)o1	3	-65	82	-7	-0.7	98	-14	/	1	1
Cc1c(Br)c([N+](=O)[O-])nn1CC(=O)Nc1sc2c(c1C(=O)OC(C)C)CCCC2	/	-55	86	-2	-1.4	73	-2	64*	-1	3
Cn1cnc([N+](=O)[O-])c1NC(C)(C)C	2	-79	114	3	-0.2	102	4	-2	1	-1
CCOC(=O)N1CCN(C(=O)c2cc3c(ccc4ccccc43)oc2=O)CC1	5	5	103	4	-0.3	90	-18	13	0	0
COC(=O)[C@@]1(Cc2ccc(F)cc2)[C@H]2c3cc(C(=O)N(C)C)n(Cc4nc5ccccc5[nH]4)c3C[C@H]2CN1C(=O)c1ccccc1	15	-36	31	9	-4.2	31	8	22	-1	/
COc1ccc(N2CCN(Cc3nnc(-c4ccccc4)o3)CC2)cc1	2	-10	99	1	1.0	98	-1	/	3	-7
O=c1c(Cl)c(Cl)cnn1Cc1ccccc1Cl	1	14	1.9*	63*	-5.2	1.7*	16	3	2	-4
COC(=O)[C@@H]1CC[C@H](C)[C@@H](c2ccc(C)cc2)N1C(=O)c1ccc(/C=N/OC[C@@H](O)COCc2ccco2)cc1	3	-26	41	-4	-3.4	49	5	-6	8	/
CC(C)CC1C(C#N)=C(N)SC(N)=C1C#N	0	-16	89	-1	-0.1	101	-6	27	0	4
CN(C(=O)COC(=O)c1n[nH]c2ccccc12)C1CCS(=O)(=O)C1 (stereo not given)	14	1	95	-5	-1.8	89	0	8	1	-11
CC1(C)CC(O)CC(C)(C)N1CC(O)COCCOc1ccc(Br)cc1 (stereo not given)	3	-40	87	-5	-0.1	88	-20	-46	3	/
CSc1nnc2c(n1)OC(c1ccc(C(=O)O)cc1)N(C(C)=O)c1ccccc1-2 (stereo not given)	6	-25	95	4	-0.7	96	-7	-1	2	0
CCOC(=O)C1CCN(C(C(=O)NC2CCCCC2)c2ccc(OC)cc2)CC1 (stereo not given)	23	-34	102	-1	-1.1	93	6	-18	4	1
O=C(NC(=S)Nc1ccc2c(c1)OCO2)c1ccccc1	6	-1	85	-1	-1.4	80	-14	11	2	/

No new results follow: entries from further up.
SMILES	Measles CPE	BB579 growth dn	HCT116 PTEN-null	GALR2 antag	MRP1 act	HCT116 bCat-KO	Yeast lifespan up	E-sel TNF inh	NPY Y2 blocker	Phagocyt inh
CCOC(=O)C1CCN(C(C(=O)NC2CCCCC2)c2ccc(OC)cc2)CC1 (stereo not given)	23	-34	102	-1	-1.1	93	6	-18	4	1
O=C(NC(=S)Nc1ccc2c(c1)OCO2)c1ccccc1	6	-1	85	-1	-1.4	80	-14	11	2	/
